NIH3T3 tox: NIH 3T3 cell cytotoxicity. NIH 3T3 viability, CellTiter-Glo ATP luminescence, 48-72 h. Potency, µM (titrated, usually from 96.7 µM), for the others: at the highest dose activity change, negative = cytotoxicity, hits mostly inhibitors. AID 1345082. hit rate 4.3% among 94,000; also: potency is read from the fitted curve at half-maximal effect; nearly all actives have a fitted effect of over 55% in size
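Luminescent ATP readout (CellTiter-Glo, 10 min RT) after 48 or 72 hr compound exposure of NIH 3T3 cells seeded at 400 cells/well in 1536-well format; quantitative HTS.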
Luciferase inh: inhibitors of firefly (Photinus pyralis) luciferase; hit rate 2.5% among 76,000; purified P. pyralis luciferase, luminescence, biochemical; Potency, µM (series often up to 115 µM), for the others: top-dose activity change, negative = inhibition, usual class: inhibitors; P08659; AID 1347043; also: potency is read from the fitted curve at half-maximal effect; nearly all actives have a fitted effect of over 65% in size
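Luminescence read by CCD imager after adding enzyme (10nM final) to wells holding compound, titrated in qHTS. Substrates 10uM each D-luciferin and ATP; buffer 50mM Tris acetate pH 7.5, 10mM Mg acetate, Tween-20, BSA.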
HEK293 viab: reduces viability of HEK-293 SNCA reporter cells; HEK-293-SNCA-luc viability, GF-AFC fluorescence, 24 h; Potency, µM (series often up to 57.1 µM), inactives show top-dose activity change, negative = cytotoxicity, actives largely listed as cytotoxic; hit rate 0.12% among 150,000; AID 1671193;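 also: potency is read from the fitted curve at half-maximal effect; 0% = DMSO-treated cells and -100% = medium-only wells without cells; nearly all actives have a fitted effect of over 30% in size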
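Cytotoxicity counterscreen: after 24 h compound treatment of genome-edited SNCA-luciferase HEK-293 cells, live-cell protease substrate GF-AFC read by fluorescence after 30 min; activity scaled between DMSO (0%) and medium-only (-100%), curves Hill-fitted.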
GPT2 inh: inhibitors of human GPT2 alanine aminotransferase; Q8TD30; Recombinant GPT2, coupled pyruvate oxidase/HRP Amplex Red fluorescence; Potency, µM (titrated, usually from 57.7 µM), without a hit: at the highest dose activity change, negative = inhibition, most hits filed as inhibitors; hit rate 0.25% among 100,000; AID 1671188; also: potency is read from the fitted curve at half-maximal effect; nearly all actives have a fitted effect of over 60% in size; many of its hits are not listed in these tables
Target sequence (Q8TD30 whole entry, looked up): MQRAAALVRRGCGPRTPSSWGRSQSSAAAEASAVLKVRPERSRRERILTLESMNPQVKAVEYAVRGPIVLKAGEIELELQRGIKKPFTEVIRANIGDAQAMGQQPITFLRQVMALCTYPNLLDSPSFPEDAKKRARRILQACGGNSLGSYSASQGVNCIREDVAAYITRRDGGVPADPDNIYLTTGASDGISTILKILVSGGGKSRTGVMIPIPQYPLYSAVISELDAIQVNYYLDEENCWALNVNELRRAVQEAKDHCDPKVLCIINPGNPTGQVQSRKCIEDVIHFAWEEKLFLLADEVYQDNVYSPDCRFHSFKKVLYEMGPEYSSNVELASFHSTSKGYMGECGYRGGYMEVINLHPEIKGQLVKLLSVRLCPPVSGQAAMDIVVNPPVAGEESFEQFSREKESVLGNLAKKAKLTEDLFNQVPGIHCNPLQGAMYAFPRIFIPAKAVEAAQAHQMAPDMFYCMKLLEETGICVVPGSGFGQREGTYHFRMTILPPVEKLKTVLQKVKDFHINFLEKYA
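Inhibition is scored from Amplex Red fluorescence generated when pyruvate oxidase and HRP act on pyruvate released by GPT2. Reactions contain 10ng/uL enzyme, 250uM a-KG and 2mM L-alanine and run 30 min at room temperature.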
HEK cytotox: HEK 293 cell cytotoxicity | Potency, µM (titrated, usually from 115 µM), for inactives: at the top dose activity change, negative = cytotoxicity, hits mostly inhibitors | HEK 293 viability, ATP luminescence (CellTiter-Glo), 48-72 h | AID 1345083 | hit rate 6.6% among 94,000; also: potency is read from the fitted curve at half-maximal effect; nearly all actives have a fitted effect of over 60% in size
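Cells seeded first (HEK 293, 250 cells/well), then compound added by pintool. Incubation ran 48 or 72 hr at 37 degree Celsius. CellTiter-Glo was added and luminescence imaged after 10 min at room temperature.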
IP6K1 inh: blocks human inositol hexakisphosphate kinase 1; Q92551; IP6K1 kinase, ADP-Glo luminescence, 2 h; active compounds read low; activity change, % (series mostly up to about 58 µM); hit rate 0.81% among 140,000; in the data active = activity change below about -25%
Target sequence (Q92551 whole entry, looked up): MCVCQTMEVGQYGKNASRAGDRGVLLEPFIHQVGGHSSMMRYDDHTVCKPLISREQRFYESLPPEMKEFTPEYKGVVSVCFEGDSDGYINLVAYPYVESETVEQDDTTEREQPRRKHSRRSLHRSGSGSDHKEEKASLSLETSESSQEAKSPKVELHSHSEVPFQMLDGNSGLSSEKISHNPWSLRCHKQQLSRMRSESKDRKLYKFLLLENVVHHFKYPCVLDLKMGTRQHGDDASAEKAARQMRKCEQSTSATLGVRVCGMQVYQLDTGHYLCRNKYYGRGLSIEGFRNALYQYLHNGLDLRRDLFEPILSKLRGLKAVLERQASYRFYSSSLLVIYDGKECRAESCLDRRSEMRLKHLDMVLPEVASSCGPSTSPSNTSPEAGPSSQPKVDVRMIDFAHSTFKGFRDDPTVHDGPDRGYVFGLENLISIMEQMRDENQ
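ADP-Glo luminescence measures ADP made by human IP6K1 during a 2 h RT reaction with ATP/IP6 (mix at 1.3 mM/130 uM); top library doses 57.5 and 19.1 uM final.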
SNCA expr inh: SNCA gene expression inhibition. Potency, µM (titrated, usually from 57.2 µM), without a hit: at the highest dose activity change, negative = inhibition, hits mostly inhibitors. HEK-293 SNCA-luciferase knock-in, luminescence, 24 h. hit rate 0.17% among 140,000. AID 1671194;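 also: potency is read from the fitted curve at half-maximal effect; plate controls were DMSO cells for no effect and cell-free wells for full effect; nearly all actives have a fitted effect of over 45% in size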
Starred values were filed as active, the others as inactive; i = inactive; ? = inconclusive; · = not tested or not shown; [ ] = dose if it differs, or a comment. Unless noted, calls follow the shape of the dose curve; as a rule, active = well fitted curve in the direction sought with a large enough effect; inconclusive = small, poorly fitted or top-dose-only effect, or another doubt; inactive = no such curve, though single readings can be large; an effect the other way counts as inactive or inconclusive. Unless noted, % is scaled to controls: 0 for no effect and ±100 for the full control effect.

The first five compounds (preview)
SMILES	NIH3T3 tox	Luciferase inh	HEK293 viab	GPT2 inh	HEK cytotox	IP6K1 inh	SNCA expr inh
Cc1cc(C(=O)N2CC[C@H](NS(=O)(=O)c3cn(C)cn3)C[C@H]2C(=O)N[C@H](Cc2c[nH]c3ccccc23)C(N)=O)n(C)n1	-17%	-12%	5%	4%	-11%	-6	-9%
CCOC(=O)c1c(C)[nH]c(C)c1S(=O)(=O)N(C)CC(=O)Nc1ccc(OC)cc1	·	·	-22%	·	·	-4	6%
C/C(=C/CO)CCC1C(C)CCC2C(C)(C)CCCC12C (centres undefined)	·	·	20%	?	·	-5	·
CN1CC2(CCN(C(=O)NCCc3ccccc3)CC2)CC1C(=O)N1CCOCC1 (centres undefined)	-1%	-24%	5%	i	5%	-9	76%[activator]
CC1(C)CNC(=O)c2nc(-c3n[nH]c4c3CCCCC4)[nH]c2C1	3%	3%	-2%	1%	i	23	-11%

The whole of this part, from the start:
SMILES	NIH3T3 tox	Luciferase inh	HEK293 viab	GPT2 inh	HEK cytotox	IP6K1 inh	SNCA expr inh
Cc1cc(C(=O)N2CC[C@H](NS(=O)(=O)c3cn(C)cn3)C[C@H]2C(=O)N[C@H](Cc2c[nH]c3ccccc23)C(N)=O)n(C)n1	-17%	-12%	5%	4%	-11%	-6	-9%
CCOC(=O)c1c(C)[nH]c(C)c1S(=O)(=O)N(C)CC(=O)Nc1ccc(OC)cc1	·	·	-22%	·	·	-4	6%
C/C(=C/CO)CCC1C(C)CCC2C(C)(C)CCCC12C (centres undefined)	·	·	20%	?	·	-5	·
CN1CC2(CCN(C(=O)NCCc3ccccc3)CC2)CC1C(=O)N1CCOCC1 (centres undefined)	-1%	-24%	5%	i	5%	-9	76%[activator]
CC1(C)CNC(=O)c2nc(-c3n[nH]c4c3CCCCC4)[nH]c2C1	3%	3%	-2%	1%	i	23	-11%
CCOC(=O)C1CCN(C(=O)c2ccc3oc(-c4ccnc(Cl)c4)nc3c2)CC1	-16%	·	8%	i	-13%	13	43%[activator]
CN1C(=O)COC[C@@H]1[C@H](O)c1ccc(NC(=O)Cc2ccccc2)cc1	-10%[138 µM]	3%[172 µM]	9%[87.6 µM]	-5%[88.5 µM]	0%[172 µM]	-2	9%[87.6 µM]
C[C@@H](NC(=O)C1CCOCC1)c1onc(-c2ccc(F)cc2)c1C(=O)O	0%[138 µM]	0%[172 µM]	4%[87.6 µM]	-6%[88.5 µM]	i	9	9%[87.6 µM]
COCCNCc1ccc(-c2ccc(F)cc2)o1	-1%	2%	2%	-11%	-4%	-6	45%[activator]
Cc1cccc(-c2[nH]ncc2-c2ccc(F)c(-c3cnn(CCO)c3)c2)n1	·	·	-8%	i	·	-7	·
COc1ccc(-c2cc(N3CCCC(NC(=O)c4cnccn4)C3)n[nH]2)cc1 (centres undefined)	?	?	-16%	-26%	?	0	23%
Cc1ncc2c(c1CNC(=O)Cc1ccsc1)CCN(C(=O)Cc1ccc(F)c(F)c1)C2	i	10%	-1%	i	15%	11	9%
Cc1cn2nc(C(=O)NCc3cc(F)cc(F)c3)cc2c(=O)[nH]1	-25%	-10%	-1%	-1%	-10%	-17	1%
CNC(=O)NC[C@H]1CCN(Cc2ccc(F)cc2F)C[C@H]1N(C)C	3%	5%	1%[12.5 µM]	i	i	1	40%[activator]
CCCC(=O)N1Cc2ccccc2CC2(CCCN(Cc3ccc(O)cc3)C2)C1 (centres undefined)	2%	·	-10%	i	-23%	2	-17%
CCN(CC)S(=O)(=O)c1nnc(NC(=O)c2ccc(Br)cc2)s1	·	·	14%	·	·	5	42%[activator]
O=C(NCCOc1ccccc1)c1cnc2n1CCN(Cc1ccc(F)cc1)CC2	?	2%[172 µM]	-5%[87.6 µM]	-4%[88.5 µM]	?	-4	19%[87.6 µM]
Fc1ccc(CNc2nc3ccc(Cl)cc3n3nnnc23)cc1	·	·	11%	·	·	1	2%
COc1ccccc1NC(=O)c1cccc(S(=O)(=O)N2CCCCCC2)c1	·	·	-14%	·	·	2	37%[activator]
CN1c2cc(C(=O)NCCc3ccccc3)ccc2C(=O)N2CCCC21 (centres undefined)	-9%	?	-3%[12.5 µM]	i	-20%	18	36%
CC(=O)Nc1ccc(-c2nnc3n2CCN(C(=O)c2ccccc2Cl)C3)cc1	i	·	·	·	-4%	-13	·
CCCCCn1c(=O)[nH]c2cc(C(=O)NC(C)CC)ccc2c1=O (centres undefined)	·	·	-8%	·	·	-12	-5%
Cc1ccc(CN2CCCOCCNC(=O)CC2)s1	-10%	3%	-1%	i	4%	-6	3%
CC(C)Oc1ccc(CN2CCC(CO)(Cc3ccccc3Cl)CC2)cc1CO	25µM*	9%	-4%	i	?	6	-20%
COC[C@@H]1CN(C(=O)Cc2cccc(OC)c2)C[C@H]1c1ccncc1	-21%	3%	-3%	i	-25%	8	5%
Cc1ccc(C)c(CS(=O)(=O)c2cn(CC(=O)N(C(C)C)C(C)C)c3ccccc23)c1	·	·	9%	·	·	0	-1%
CCOC(=O)C1CCN(C(=O)Cn2nc(CC)n3c(cc4occc43)c2=O)CC1	·	·	2%	·	·	-7	12%
COc1ccccc1Nc1ccnc(N2CCC(NC(=O)C(C)(C)C)CC2)n1	?	·	4%	-12%	?	11	30%
CNc1ncnc2c1cnn2-c1ccc(C)c(C)c1	·	·	-2%	·	·	14	43%[activator]
CN(C)CCNC(=O)c1ccc2c(c1)NC(=O)C(CS(=O)(=O)Cc1cccc(Br)c1)N2 (centres undefined)	·	·	-3%	·	·	-5	20%
Cc1ccc(-c2ccc3ncn(Cc4ccccn4)c(=O)c3n2)c(C)c1	25µM*	-12%[172 µM]	-6%[87.6 µM]	2%[88.5 µM]	-11%[172 µM]	4	-3%[87.6 µM]
Cc1nn(CCNC(=O)Cn2cc(C)c(=O)[nH]c2=O)c(C)c1Cl	-12%	-2%	3%	1%	0%	-5	3%
O=C(Cn1c(=O)oc2cc(Cl)ccc21)N1CCc2n[nH]c(=O)n2CC1	i	-3%	4%	i	i	-2	5%
CCS(=O)(=O)Nc1ccc(C2(C(=O)NCc3ccccc3F)CCCCC2)cc1	-26%	1%	4%	-1%	?	4	-11%
COCC(=O)Nc1cc(C(=O)N2CCc3cc(OC)c(OC)cc3C2)c2c(c1)nc(C1CCC1)n2C	-33%	0%	1%	i	-26%	3	-14%
Cc1cc(CNC(=O)c2ccc(-c3ccccc3Cl)o2)n(C)n1	?	3%	-21%	1%	?	8	42%[activator]
CCOC(=O)c1c(C)oc2ncnc(N3CCN(c4ccccc4OC)CC3)c12	·	·	3%	·	·	-1	51%[activator]
Cn1c(=O)c2[nH]c(-c3ccccc3)nc2n(C)c1=O	·	·	5%	4%	·	·	11%
COc1cccc(CN2CCOc3ccc(C(=O)NCc4ccccc4F)cc3C2)n1	?	6%	-15%	i	?	6	7%
COc1ccc(NC(=O)Cn2cccc2-c2nc(-c3ccc(OC)c(F)c3)no2)cc1	i	2%	-4%	i	12%	11	49%[activator]
COc1ccc(CNC(=O)CSCc2ccc(C)cc2)c(OC)c1	·	·	19%	·	·	-1	5%
Cc1cc(F)ccc1-c1cccc(COc2cnc3c(ccn3CC(=O)O)c2)c1	-10%[138 µM]	13%[172 µM]	-2%[87.6 µM]	0%[88.5 µM]	?	-21	4%[87.6 µM]
NCCc1cccc(CN2CCC(OCc3ccccc3)CC2)c1	?	2%	-26%	?	?	53	-12%
COc1ccc(CCN2C(=O)N(c3ccccc3)C(=O)C2CC(=O)Nc2ccccc2)cc1 (centres undefined)	·	·	3%	·	·	-6	-7%
CN(C)C(=O)C1CN(C(=O)c2ccc(Br)cc2)CC12CCOCC2 (centres undefined)	-7%	-3%	2%	3%	-1%	7	11%
O=C(OCCN1CCOCC1)C1(c2ccccc2)CCCCC1	·	·	6%	i	·	·	33%[activator]
Cc1ccc(C(=O)N[C@@H]2CN(Cc3ccncc3)C[C@H]2CN(C)C)c(C)c1	?	0%	?	i	?	24	?
CC(=O)NC1CCN(Cc2nc(-c3sccc3C)oc2C)CC1	-16%	8%	-1%	i	-5%	25	1%
O=C(NC[C@H]1OC[C@@H](NC2CCCC2)[C@@H]1O)C1CCCC1	0%[138 µM]	3%[172 µM]	2%[87.6 µM]	-3%[88.5 µM]	4%[172 µM]	4	-8%[87.6 µM]
Cc1nn(-c2ccccc2)c(-n2cccc2)c1C(=O)NCc1ccccc1Cl	·	·	-3%	·	·	3	8%
COc1ccc(CNc2ncnc3c2CN(c2ccc(C)cc2)C(=O)N(C)C3)cc1OC	-20%	4%	-12%	i	1%	-1	-3%
Cc1ccc(-n2ncc(C(=O)NC3CCCC3)c2C2CCN(C(=O)OC(C)(C)C)CC2)c(C)c1	·	·	-1%	·	·	5	3%
CCCCn1c(=N)n(CCCOc2ccc(F)cc2)c2ccccc21	·	·	-2%	·	·	-1	-7%
COc1ccc(-c2cccc(C(=O)N3CCC(NC(C)=O)CC3)c2)nn1	-5%	·	·	·	0%	-1	·
O=C(N[C@H]1CCN2C(=O)c3ccccc3NC(=O)[C@@H]2C1)c1ccccc1	-14%[138 µM]	11%[172 µM]	1%[87.6 µM]	-11%[88.5 µM]	-8%[172 µM]	19	?
CCOc1ccccc1C1NC(=O)N(CC(=O)Nc2cccc(C(C)C)c2)C2=C1C(=O)OC2 (centres undefined)	?	-9%	-5%	i	?	0	-22%
O=C(Cn1cccc1-c1nc(-c2ccc3c(c2)OCO3)no1)Nc1ccc(Cl)cc1	-7%	-6%	2%	i	6%	-3	21%
Cc1ccc(S(=O)(=O)N2CCC(Oc3ncccc3C(=O)N(C)C)C2)cc1F (centres undefined)	2%	4%	1%	i	8%	9	3%
CC(C)Oc1ccc(CNC(=O)Nc2ccc3c(c2)N(C)C(=O)c2ccccc2S3)cc1	·	·	-10%	·	·	-11	?
O=C(Cc1ccccc1F)N1CC(Oc2ccc(-c3noc(-c4cccnc4)n3)cc2)C1	-2%	0%	?	-12%	-43%	4	?
Cc1oc(-c2ccc(C(=O)NCc3ccccc3Cl)cc2)nc1CN1CCc2ccccc21	·	·	-5%	·	·	24	33%[activator]
Cc1ccoc1C(=O)N1C[C@@H](COCC2CC2)[C@H](c2ccccn2)C1	-12%	-4%	-13%	i	?	10	13%
CCOc1ccc(-c2cc3c(=O)n(CC(=O)Nc4c(C)cccc4C)ccn3n2)cc1	·	·	9%	·	·	10	8%

Exported with two lines to a compound: part of the list above
Values run as follows: NIH3T3 tox	Luciferase inh	HEK293 viab	GPT2 inh	HEK cytotox	IP6K1 inh	SNCA expr inh
CCCCn1c(=N)n(CCCOc2ccc(F)cc2)c2ccccc21
 : ·	·	-2%	·	·	-1	-7%
O=C(Cn1cccc1-c1nc(-c2ccc3c(c2)OCO3)no1)Nc1ccc(Cl)cc1
 : -7%	-6%	2%	i	6%	-3	21%

Not all compounds are listed (hit frequency here may not be typical).
